RGS12 GoLoco inh: RGS12 GoLoco-Gai1 interaction inhibition | P63096 | Gai1:RGS12 GoLoco peptide FP, rhodamine, 10 min | Potency, µM (highest dose often 61.6 µM), inactives show at the top dose activity, negative = inhibition, most hits filed as inhibitors | actives 0.44% (n = 230,000) | AID 880; active = well fitted inhibition curve with a large enough effect, not every such curve was filed as active; inactive = no such curve, though single readings can be large or run the other way; note: nearly all actives have a fitted effect of over 30% in size; many of its hits are not listed in these tables
Target sequence (P63096 whole entry, looked up): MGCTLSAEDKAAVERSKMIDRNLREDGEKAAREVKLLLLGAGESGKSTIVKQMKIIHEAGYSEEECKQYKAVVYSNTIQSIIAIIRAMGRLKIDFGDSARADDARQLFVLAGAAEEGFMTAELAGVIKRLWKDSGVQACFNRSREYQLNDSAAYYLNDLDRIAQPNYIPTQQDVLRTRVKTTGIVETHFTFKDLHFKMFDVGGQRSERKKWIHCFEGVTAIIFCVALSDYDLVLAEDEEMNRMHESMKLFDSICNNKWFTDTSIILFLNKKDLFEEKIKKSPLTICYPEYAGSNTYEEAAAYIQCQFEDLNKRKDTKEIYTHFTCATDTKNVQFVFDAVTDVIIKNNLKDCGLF
GAA spleen mod: lysosomal alpha-glucosidase (human) modulation; P10253; Potency, µM (highest dose often 79.9 µM), inactives show at the highest dose activity change, negative = inhibition, most hits filed as inhibitors; AID 2112; human spleen homogenate, 4-MU-alpha-glucoside fluorescence; actives 0.006% (n = 240,000);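 note: 0% = enzyme with vehicle and -100% = no enzyme basal signal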
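Human spleen homogenate (1 ug) incubated with compounds and 1 mM 4-methylumbelliferyl-alpha-D-glucopyranoside in pH 5.0 citrate/phosphate buffer, 37 C, 40 min. Stopped at pH 10; 4-MU fluorescence (Ex 365/Em 440 nm); AC50 by Hill fit.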
RECQ1 inh: inhibitors of human RECQ1 DNA helicase; Potency, µM (titrated, usually from 57.3 µM), without a hit: at the highest dose activity, negative = inhibition, most hits filed as inhibitors; actives 0.54% (n = 240,000); P46063; RECQ1 DNA unwinding, red fluorescence kinetic read;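 note: plate controls were vehicle for no effect and no enzyme for full effect; nearly all actives have a fitted effect of over 30% in size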
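50 nM RECQ1T1 preincubated 15 min with compound in Tris pH 8.0 buffer with MgCl2, DTT, Tween-20 and 2.5 ug/ml poly(dI-dC); started with 200 nM TAMRA/BHQ-2 forked duplex and 2 mM ATP. Unwinding read as fluorescence (525/598 nm), two reads 2 h apart.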
TR SRC2 fluor cs: counter-screen for TRb-SRC2 inhibitors: fluorescence interference | TRb/SRC2 Texas Red total fluorescence interference | Potency, µM (titrated, usually from 106 µM), for the others: top-dose fluorescence change, negative = quenching | actives 0.29% (n = 280,000) | AID 1479; active = well fitted curve in either direction with a large enough effect; inconclusive = small, poorly fitted or top-dose-only effect
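Flags fluorescent or light-absorbing compounds by total fluorescence, S + 2P, at 555 nm excitation and 632 nm emission. Mixture: 20 nM Texas Red SRC2 peptide, 0.6 uM human TRb LBD, 1 uM T3, 5% DMSO; compound exposure 5 h at ambient temperature.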
GAA inhib: inhibitors of human lysosomal alpha-glucosidase; P10253; purified human GAA, 4-MU-alpha-glucoside fluorescence; Potency, µM (titrated, usually from 76.9 µM), without a hit: at the highest dose activity change, negative = inhibition, most hits filed as inhibitors; actives 0.005% (n = 200,000);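 note: plate controls were uninhibited enzyme wells for no effect and no-enzyme background for full effect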
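Fluorogenic assay: 4 nM human alpha-glucosidase with 400 uM 4-methylumbelliferyl-alpha-D-pyranoside in 50 mM citrate/phosphate, 0.005% Tween-20, pH 5.0, 20 min at room temperature. Compounds tested up to 77 uM; AC50 from Hill fits.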
L3MBTL1 block: L3MBTL1 (human) inhibition | actives 0.66% (n = 230,000) | AlphaScreen L3MBTL1–H3K9me1 peptide binding | Q9Y468 | Potency, µM (series often up to 57.1 µM), for inactives: at the highest dose activity, negative = inhibition, hits mostly inhibitors; note: nearly all actives have a fitted effect of over 60% in size
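Read-out is AlphaScreen signal from streptavidin donor and nickel chelate acceptor beads (10 ug/mL final each) bridging L3MBTL1 (50 nM) and biotinylated K9-monomethylated H3(1-15) peptide (75 nM), after 30 min compound exposure at room temperature.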
GAA glycogen mod: inhibitors or activators of human alpha-glucosidase glycogen cleavage. actives 0.38% (n = 300,000). Potency, µM (top dose mostly 76.4 µM), for inactives: at the top dose activity change, negative = inhibition, most hits filed as inhibitors. P10253. recombinant GAA, glycogen substrate, Amplex Red glucose oxidase fluorescence;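 note: 0% = full enzyme reaction and -100% = no-enzyme basal signal; the screen sought inhibitors and activators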
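Natural-substrate format: glycogen cleavage by 4 nM human enzyme, glucose read by Amplex Red coupling (Ex 573, Em 610 nm). Normalized to enzyme and no-enzyme controls.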
TRb-SRC2 inh: inhibitors of human thyroid hormone receptor beta-SRC2 interaction; P10828; TRbeta-SRC2 peptide binding, fluorescence polarization; receptor liganded with 1 µM T3; Potency, µM (series often up to 106 µM), for the others: top-dose activity change, negative = inhibition, most hits filed as inhibitors; actives 0.065% (n = 280,000); AID 1469;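 note: plate controls were bound peptide for no effect and peptide without receptor for full effect; nearly all actives have a fitted effect of over 50% in size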
Target sequence (P10828 whole entry, looked up): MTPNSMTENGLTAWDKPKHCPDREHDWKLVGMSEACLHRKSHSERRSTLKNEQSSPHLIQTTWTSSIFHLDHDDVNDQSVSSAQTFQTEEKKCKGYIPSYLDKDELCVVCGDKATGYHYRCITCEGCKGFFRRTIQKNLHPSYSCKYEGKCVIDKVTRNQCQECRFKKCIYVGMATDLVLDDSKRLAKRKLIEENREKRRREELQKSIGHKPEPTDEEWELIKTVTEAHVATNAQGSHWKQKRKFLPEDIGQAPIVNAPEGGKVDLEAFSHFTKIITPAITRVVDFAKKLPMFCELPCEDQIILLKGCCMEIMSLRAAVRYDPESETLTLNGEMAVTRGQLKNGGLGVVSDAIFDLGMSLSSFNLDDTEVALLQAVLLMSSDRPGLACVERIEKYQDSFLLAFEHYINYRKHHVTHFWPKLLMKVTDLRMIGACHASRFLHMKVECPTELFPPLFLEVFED
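Read-out is fluorescence polarization (555 nm excitation, 632 nm emission) of a Texas Red SRC2 coactivator peptide; loss of signal reflects blocked binding to human TRb ligand-binding domain in the presence of 1 uM T3.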
Starred values were filed as active, the others as inactive; i = inactive; ? = inconclusive; / = no result given; & = joins results of further samples; [ ] = remark or other dose. Unless noted, calls come from the whole dose curve; as a rule, active = well fitted curve in the direction sought with a large enough effect; inconclusive = small, poorly fitted or top-dose-only effect, or another doubt; inactive = no such curve, though single readings can be large; an effect the other way counts as inactive or inconclusive. Unless noted, % is set by controls: 0 for no effect and ±100 for the full control effect; potency is the fitted concentration of half-maximal effect. A portion of the library; rates above refer to the full screens.

SMILES	RGS12 GoLoco inh	GAA spleen mod	RECQ1 inh	TR SRC2 fluor cs	GAA inhib	L3MBTL1 block	GAA glycogen mod	TRb-SRC2 inh
COc1ccc(C[C@@H]2c3cc(O)c(OC)cc3CCN2C)cc1O	-3.5%	-1.9%	-4.2%	0.0%	3.6%	6.0%	-14.9%	-11.7%
CCN(CC)CCNCc1nc2ccccc2c(=O)n1-c1ccc(F)cc1	8.1%	0.8%	-4.6%	-0.5%	1.1%	4.7%	4.2%	0.5%
O=c1[nH]cc(COCC(F)(F)C(F)(F)C(F)(F)F)c(=O)[nH]1	-5.2%	7.4%	i	-2.0%	8.1%	1.4%	-5.0%	-8.1%
C=C(C)Cn1c(-c2cccs2)n[nH]c1=S	2.5%	-10.5%	-2.5%	0.9%	?	-2.7%	?	-9.3%
NCCc1ccccc1	7.4%	-8.6%	-3.5%	-0.5%	/	/	/	1.5%
COc1cc(N)c(Cl)cc1C(=O)N[C@@H]1CN2CCC1CC2	7.1%	0.4%	-4.4%	1.6%	/	/	/	6.2%
O=C1NC(=O)N(Cc2ccc(F)cc2)C(=O)/C1=C\c1ccc(N2CCCC2)cc1	67.3%[activator]	-16.6%	-27.8%	18.1%	-5.2%	-24.8%	-1.9%	20.1%
CC(=O)[C@@H]1CC[C@H]2[C@H]3CC[C@H]4C[C@@H](O)CC[C@]4(C)[C@@H]3C(=O)C[C@@]12C	-0.2%[21.6 µM]	-4.5%[29.1 µM]	6.3%[25.9 µM]	-2.0%[53 µM]	/	/	/	-4.1%[53 µM]
C1=C(CCNCc2ccccc2)CCCC1	-3.2%	-0.4%	-14.1%	0.0%	-6.0%	/	4.9%	-3.2%
CCN(CC)c1ccc(CNCCc2ccccc2F)cc1	-7.9%	-9.7%	i	0.0%	-31.3%	-13.0%	-15.9%	-9.2%
CCCCC/C=C\C/C=C\C/C=C\C/C=C\CCCC(=O)NCCc1ccc(O)c(O)c1	-10.9%&4.6%	-11.9%&-19.8%	-1.5%&10.2%	-2.9%&-1.6%	/	/	/	3.0%&4.9%
C[N+]1(C)[C@@H]2CC[C@H]1CC(OC(=O)[C@@H](CO)c1ccccc1)C2 (some centres not stated)	7.2%[21.6 µM]	-0.4%[29.1 µM]	-6.9%[25.9 µM]	-0.1%[53 µM]	/	/	-1.1%	1.6%[53 µM]
O=[N+]([O-])c1cc2c(cc1CNCCc1ccc3c(c1)OCO3)OCO2	-7.3%	-1.8%	10.7%	1.0%	-3.8%	-8.9%	-6.8%	0.4%
O=C1CC2OCC=C3CN4CCC56c7ccccc7N1C5C2C3CC46 (configuration not stated)	/	-3.6%	-6.5%	0.0%	/	/	/	-0.8%
CCc1nc(N2CCNCC2)c(C#N)c2c1CSC(C)(C)C2	/	0.1%	i	2.5%	-0.8%	-9.8%	-8.5%	-15.1%
CCCCC(CC)COP(=O)(OCC(CC)CCCC)OCC(CC)CCCC (configuration not stated)	-29.9%	-4.3%	-11.4%	-1.2%	/	?	/	8.6%
CCN1CCN(Cc2cc(Br)ccc2O)CC1	8.3%	-2.1%	i	-1.1%	-5.0%	/	5.6%	1.9%
CC(=NCc1ccco1)c1c(O)n(-c2ccccc2)c(=O)[nH]c1=O	48.8%[activator]	-5.8%	2.9%	-3.8%	0.0%	-6.3%	6.5%	7.4%
Fc1ccccc1CCNCc1cccc2ccccc12	4.1%	-8.1%	6.0%	-2.3%	4.0%	-5.9%	2.6%	6.5%
Nc1c(C(=O)OCC2CCCO2)c2nc3ccccc3nc2n1Cc1cccs1 (configuration not stated)	26.4%	-1.3%	-2.5%	-5.4%	-11.8%	-7.6%	-15.6%	5.9%
CCC(=NCc1cccnc1)c1c(O)n(-c2ccccc2)c(=O)[nH]c1=O	-10.5%	1.7%	-3.9%	-3.4%	/	/	8.1%	-7.0%
COc1ccc(C(=O)CN2CCCCC2)cc1	5.6%	-4.8%	-2.4%	-0.9%	-9.4%	-12.6%	6.1%	-11.6%
CC(=O)C1C2c3ccccc3OC1(C)N=c1s/c(=C/c3cnn(C)c3)c(=O)n12 (configuration not stated)	5.2%	1.3%	i	3.5%	-1.6%	-4.4%	6.2%	0.6%
CC/C(=N\NC(N)=O)c1c(O)[nH]c(=O)[nH]c1=O	-4.6%	-3.1%	-1.2%	0.0%	/	/	-5.7%	-9.3%
N=C1c2ccccc2CN1NC(=O)c1ccc(Br)cc1	-13.4%	-13.6%	-2.8%	-0.6%	?	-5.2%	5.8%	2.4%
ClC(Br)Br	11.1%	6.7%	7.9%	-0.4%	/	/	/	2.2%
NC(=O)CN1CC(c2ccccc2)CC1=O (configuration not stated)	1.7%	-6.4%	-9.0%	-4.9%	-2.3%	/	-2.4%	1.6%
Cc1nn(C2CCOC(C)(C)C2)c2c1C(c1ccc(OC(C)C)cc1)SCC(=O)N2 (configuration not stated)	1.5%	-0.9%	-20.1%	1.4%	-2.6%	8.3%	0.0%	-12.0%
CC1(C)OC(c2ccccc2)=C/C(=C/C=C2C(=O)NC(=S)NC2=O)O1	-37.9%	3.8%	25.1µM*	13.2%	?	?	?	/
O=C(Cn1c2c(c(-c3ccccc3Cl)cc1=O)CCC2)N1CCC2(CC1)OCCO2	-34.6%	-3.7%	-3.6%	-5.9%	-8.1%	-4.7%	-3.2%	7.4%
O=C1NO[C@@H]2CN[C@@H](C(=O)O)[C@H]12	-3.5%	-4.5%	-1.7%	-6.1%	/	/	/	-4.9%
Cc1ccc(OCCn2cccc2/C=C2/C(=O)NC(=O)N(Cc3ccco3)C2=O)cc1	28.9%	7.8%	?	-2.1%	/	/	-3.7%	-0.1%
CCN1CCN(c2ccc(N)cc2C)CC1	2.6%	6.2%	-2.4%	-1.6%	3.1%	-29.0%	?	-3.1%
c1cncc([C@@H]2CCCCN2)c1	-2.6%	17.8%	-8.7%	-0.9%	/	/	/	5.7%
CC(C(=O)c1c[nH]c2ccccc12)N1CCc2ccccc2C1 (configuration not stated)	7.6%	2.4%	-4.2%	-0.7%	-12.0%	-0.3%	12.2%	3.3%
Cn1c(O)c(C=NC2CCN(Cc3ccccc3)CC2)c(=O)n(C)c1=O	0.3%	-7.3%	-5.0%	-0.3%	-0.4%	5.2%	-2.4%	3.1%
Cc1ccc(S(=O)(=O)N2CCC(C(=O)N3CCC4(CC3)OCCO4)CC2)cc1	-3.8%	-3.4%	-4.6%	-7.8%	?	37.6%[activator]	-0.2%	-9.3%
C=C1CC2C(CC[C@]3(C)C(=O)CCC23)[C@]2(C)C=CC(=O)C=C12 (some centres not stated)	-11.0%	-15.3%	-15.8%	-2.9%	/	/	/	-6.7%
Cc1[nH]c2c(C(F)(F)F)cccc2c1CCN	3.5%	-6.0%	-18.1%	1.3%	-7.1%	-8.7%[11.4 µM]	8.3%	-27.2%
CCC(=NCc1ccco1)c1c(O)[nH]c(=O)[nH]c1=O	1.0%	2.2%	i	0.8%	-3.3%	/	2.7%	-3.4%
CC(=NCCC1=CCCCC1)c1c(O)n(C)c(=O)n(C)c1=O	2.4%	0.9%	-5.7%	-4.5%	-6.3%	-1.9%	5.7%	8.0%
N#CC(C#N)=Cc1ccc(-c2ccccc2)o1	11.0%	3.0%	-17.7%	1.4%	3.3%	-1.4%	5.4%	-5.7%
Cc1ccc(N)c(C(=O)c2ccc(Br)cc2)c1	1.9%	-2.2%	-2.0%	0.7%	-9.6%	/	-10.4%	-7.0%
CCC1C2Cn3c(nc4ccccc43)C1N(C)O2 (configuration not stated)	1.0%	-1.8%	i	0.3%	/	/	-0.7%	2.0%
O=c1[nH]c(=S)n(C2CC2)c(O)c1C=Nc1ccc2c(c1)OCO2	40.1%[activator]	-8.7%	-1.3%	-2.9%	/	/	0.3%	1.3%
CCCCCCN1CCN(c2ccc(Cl)cc2)CC1	-5.4%	/	-16.9%	0.1%	?	7.3%	-5.1%	6.7%
Cc1cccc(C)c1NC(=O)CN(C)CC(=O)Nc1ccc(C#N)c(Cl)c1	0.4%	2.6%	-0.3%	-3.7%	?	-5.2%	-0.2%	0.4%
N#CCCn1cc(C(=O)Nc2ccc(F)cc2)c(-c2ccc([N+](=O)[O-])cc2)n1	4.1%	-4.0%	i	0.1%	8.5%	-2.6%	24.9%	1.8%
C[C@H]1CCC[C@@H](O)CCC/C=C/c2cc(O)cc(O)c2C(=O)O1	4.5%	-2.3%	-7.2%	1.6%	-7.5%	5.7%	-7.7%	3.7%
CCN1CCN(Cc2ccc(C)cc2C)CC1	0.3%	-3.3%	-4.9%	-0.2%	11.1%	-3.7%	3.7%	-4.0%
Cc1[nH]cnc1CCN	-4.1%	1.4%	i	1.5%	/	/	/	-1.7%
CCc1ccc(C(=O)C23CN4CN(CN(C4)C2)C3)cc1	0.1%	-10.4%	3.4%	0.6%	1.9%	6.4%	5.9%	3.0%
COc1ccc(CN2CC3CC(C2)c2cccc(=O)n2C3)cc1OC (configuration not stated)	10.8%	-3.1%	9.6%	-1.2%	2.2%[15.4 µM]	7.8%	2.2%	0.9%

Part of the list above in order of heavy-atom count, falling:
SMILES	RGS12 GoLoco inh	GAA spleen mod	RECQ1 inh	TR SRC2 fluor cs	GAA inhib	L3MBTL1 block	GAA glycogen mod	TRb-SRC2 inh
N#CCCn1cc(C(=O)Nc2ccc(F)cc2)c(-c2ccc([N+](=O)[O-])cc2)n1	4.1%	-4.0%	i	0.1%	8.5%	-2.6%	24.9%	1.8%
O=c1[nH]c(=S)n(C2CC2)c(O)c1C=Nc1ccc2c(c1)OCO2	40.1%[activator]	-8.7%	-1.3%	-2.9%	/	/	0.3%	1.3%
CCc1ccc(C(=O)C23CN4CN(CN(C4)C2)C3)cc1	0.1%	-10.4%	3.4%	0.6%	1.9%	6.4%	5.9%	3.0%
N#CC(C#N)=Cc1ccc(-c2ccccc2)o1	11.0%	3.0%	-17.7%	1.4%	3.3%	-1.4%	5.4%	-5.7%

Bioassay records (PubChem BioAssay)
